V1aR counter = V1a receptor agonism, counter-screen for OXTR agonists | 320,000 tested, 0.25% active | CHO-V1R cells, Fluo-8 calcium fluorescence, agonist mode; 0% DMSO, 100% 3 nM vasopressin | activation, % at 3 µM | AID 2797;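 active = activation above the mean activation of all tested compounds plus 3 SD, per screening run, cut at about 20% in these data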;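 note: signal is peak over basal fluorescence ratio across a 100 second FLIPR read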
Target sequence (P37288 whole entry, looked up): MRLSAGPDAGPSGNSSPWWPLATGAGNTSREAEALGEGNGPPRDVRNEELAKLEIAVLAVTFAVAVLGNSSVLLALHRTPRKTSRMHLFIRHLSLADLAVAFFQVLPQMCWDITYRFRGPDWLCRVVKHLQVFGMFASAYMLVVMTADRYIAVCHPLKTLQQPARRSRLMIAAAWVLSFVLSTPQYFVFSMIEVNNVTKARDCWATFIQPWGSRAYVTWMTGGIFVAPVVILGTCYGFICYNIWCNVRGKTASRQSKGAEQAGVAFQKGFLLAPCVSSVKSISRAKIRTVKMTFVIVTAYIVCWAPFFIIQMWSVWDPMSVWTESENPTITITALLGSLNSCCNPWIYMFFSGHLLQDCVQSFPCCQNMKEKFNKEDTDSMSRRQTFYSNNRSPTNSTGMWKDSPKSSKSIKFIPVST
NALP1 inh = NALP1 inhibition. S. cerevisiae NALP1/ASC/caspase-1 growth, X-gal OD620, 72 h. inhibition, % at 10 µM. 280,000 tested, 0.61% active; in the data active = inhibition mostly above about 24%, no sharp cut-off; inactive = mostly below about 32%; note: some compounds called inactive have numbers as strong as hits
PfM18AAP inh = PfM18AAP enzyme inhibition | recombinant PfM18AAP, H-Glu-NHMec fluorogenic cleavage | inhibition, % at 7.35 µM | 290,000 tested, 1.2% active | AID 1822;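 active = inhibition above the campaign mean inhibition over all tested compounds plus 3 SD, cut at about 28% in these data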;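 note: 0% = plate median of test compound wells and 100% = 2 mM ZnCl2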
MEKK2wt PB1 HTS = raises or lowers MEK5 binding to wildtype human MEKK2 PB1 domain | AID 1531 | bead flow cytometry, Alexa488-MEK5 binding to MEKK2 WT; actives lie on both sides | 290,000 tested, 1.1% active | Q9Y2U5 | binding response (% of control), % at 10 µM; in the data active = binding response below about 67% or above about 130%
GPR7 antagonist = blocks human GPR7 receptor signaling; GPR7-expressing cells, fluorescence antagonist assay; 290,000 tested, 1.1% active; P48145; inhibition, % at 4.4 µM; in the data active = inhibition above about 16%, passing the limit was not always enough;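 note: cells stimulated with the agonist NPW; 0% = agonist with vehicle and 100% = vehicle without agonist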
Target sequence (P48145 whole entry, looked up): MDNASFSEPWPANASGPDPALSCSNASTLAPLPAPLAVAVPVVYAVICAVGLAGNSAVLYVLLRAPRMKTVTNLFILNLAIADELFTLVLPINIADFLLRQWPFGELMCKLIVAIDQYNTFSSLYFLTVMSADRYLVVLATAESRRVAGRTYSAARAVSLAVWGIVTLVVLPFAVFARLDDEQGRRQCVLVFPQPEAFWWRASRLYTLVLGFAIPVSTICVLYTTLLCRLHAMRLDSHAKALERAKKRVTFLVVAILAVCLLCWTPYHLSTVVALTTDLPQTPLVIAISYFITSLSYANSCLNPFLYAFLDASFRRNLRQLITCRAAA
OXTR ag = activates the human oxytocin receptor. P30559. CHO-OTR cells, Fluo-8 calcium fluorescence; normalized: DMSO 0%, oxytocin 100%. activation, % at 3 µM. 320,000 tested, 0.32% active. AID 2435;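 active = activation above the mean of all tested compounds plus 3 SD, cutoff set per screening run, cut at about 20% in these data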;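 note: peak over basal fluorescence ratio from a 100 s FLIPR kinetic read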
OXTR potentiator = human OXTR potentiation; CHO-OTR cells, Fluo-8 calcium fluorescence, potentiator mode; 0% = oxytocin EC15, 100% = EC100; activation, % at 3 µM; 320,000 tested, 0.061% active;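 active = activation above that plate's cutoff, the mean activation of tested compounds plus 3 SD, cut at about 6.6% in these data, passing the limit was not always enough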;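 note: 100% uses oxytocin at 75 nM as the full agonist control; some results filed as inactive read as strong as hits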
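test system = CHO-OTR cells, human receptor | compound = single-point 3.0 µM | schedule = 6 min compound pre-incubation at room temperature, 100 s kinetic read | signal = Fluo-8 no-wash calcium dye fluorescence, excitation 470-495 nm, emission 515-575 nm | repeats = single well per compound, singlicate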
GalR3 antag = antagonists of human GalR3. AID 651719. inhibition, % at 3 µM. HEK293 GalR3-CNG cAMP membrane potential fluorescence; galR3 body fused to GalR1 C-terminus. 360,000 tested, 0.44% active;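 active = inhibition above the screen-wide average plus 3 SD, cut at about 13% in these data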;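 note: forskolin and galanin both at EC90 stimulate the cells; cAMP rise reported by CNG channel membrane potential dye signal; 0% = forskolin plus galanin with DMSO and 100% = forskolin alone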
Target sequence (O60755 1-299 limits assumed): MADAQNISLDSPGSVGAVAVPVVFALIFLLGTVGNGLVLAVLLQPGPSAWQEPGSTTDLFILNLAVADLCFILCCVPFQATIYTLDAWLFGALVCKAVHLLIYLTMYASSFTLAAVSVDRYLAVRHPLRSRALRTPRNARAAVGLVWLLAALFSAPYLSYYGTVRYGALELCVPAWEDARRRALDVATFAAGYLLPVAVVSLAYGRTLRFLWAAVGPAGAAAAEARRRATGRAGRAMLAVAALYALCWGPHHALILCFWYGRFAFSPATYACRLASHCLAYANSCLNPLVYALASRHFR
MEKK2mut PB1 HTS = signal of MEK5 binding to mutant human MEKK2 PB1 domain; percent response, % at 10 µM; bead flow cytometry, Alexa488-MEK5 binding to MEKK2 mutant; AID 1530; 290,000 tested, 0.35% active; in the data active = percent response above about 24%, passing the limit was not always enough; note: inactives centre near 1; some results filed as inactive read as strong as hits; reference of the scale not given here
An asterisk follows results filed as active; . = no result given.

SMILES	V1aR counter	NALP1 inh	PfM18AAP inh	MEKK2wt PB1 HTS	GPR7 antagonist	OXTR ag	OXTR potentiator	GalR3 antag	MEKK2mut PB1 HTS
COc1ccc(CC(=O)NC(C)CCc2ccccc2)cc1 (stereo unspecified)	8.1	8	3	97	-6	-1.1	0	-6	-1
CS(=O)(=O)N(CCc1ccccc1)CC(=O)N1CCN(c2ccccc2)CC1	3.3	0	6	94	-10	2.5	-19	-3	-3
O=C(Oc1ccc2c(c1)CCC2)N1CCOCC1	0.1	9	-4	91	-7	1.2	-9	2	-1
Cc1cnc(-c2nnc(N(C)C(=O)C3CCOC3)s2)cn1 (stereo unspecified)	0.0	12	3	.	-16	-0.1	-2	-4	.
COc1ccc(NC(=S)Nc2cccc([N+](=O)[O-])c2)cc1	1.1	2	1	103	3	2.3	-4	-5	6
CCOn1c(=O)c(-c2ccc(Br)cc2)[n+]([O-])c2ccccc21	-1.5	19	-6	106	1	-0.3	-4	-8	4
COc1cc(C(=O)OCC(=O)N2CCOCC2)c([N+](=O)[O-])cc1OC	1.2	-6	0	96	-7	0.9	-4	-6	-1
Cc1noc(C)c1NC(=O)N(C)C[C@H]1Oc2ccc(NS(=O)(=O)c3ccccc3)cc2C(=O)N([C@H](C)CO)C[C@@H]1C	1.6	.	.	.	.	0.6	-5	0	.
O=C(OCc1cc2ccccc2[nH]c1=O)c1ccccc1	5.3	9	-12	102	-5	-0.4	-15	-5	6
S=C(NCc1ccccc1)NCC1COc2ccccc2O1 (stereo unspecified)	3.6	.	4	99	22	2.8	-4	-8	3
COc1ccc(S(=O)(=O)N2CCCC2CNC(=O)C(=O)Nc2ccc(F)cc2)cc1 (stereo unspecified)	0.0	.	.	.	.	-0.1	1	-4	.
COc1ccc(CCC(=O)Nc2cc3c4c(c2)CCC(=O)N4CCC3)cc1	0.2	.	.	.	.	-0.8	-3	-4	.
CC12C(=O)N(c3ccc(C(=O)N4CCOCC4)cc3)C(=O)C1C1c3ccccc3C2c2ccccc21 (stereo unspecified)	6.5	18	5	111	-13	6.6	-1	-4	1
COc1ccccc1OCC(=O)Nc1ccc(O)cc1C(=O)O	-0.4	-24	-3	104	-14	-1.0	-4	3	4
CCCCNC(=O)c1[nH]c(C)c(C(C)=O)c1C	1.8	-2	7	99	-6	1.0	-1	-3	-1
Cc1ccc(Cl)cc1N1CCN(C(=S)NCc2ccco2)CC1	0.1	20	-3	92	-7	-2.0	-24	-5	-4
Cc1cc(C(=O)NN=C2C3CC4CC(C3)CC2C4)c2ccccc2n1	-1.0	-3	-8	107	5	0.1	2	-6	5
COCCCNC(=O)C1C2C=CC3(CN(Cc4ccc(C)cc4)C(=O)C13)O2 (stereo unspecified)	0.4	-5	-13	109	-13	-0.4	-3	-7	9
COc1ccc(N2C(=O)CC(NC3CC3)C2=O)cc1 (stereo unspecified)	1.1	.	-2	103	-6	0.8	-11	-3	7
NC(=O)c1c(Nc2nc3c(F)cccc3s2)sc2c1CCCC2	1.3	36	49*	100	3	1.1	-12	-2	4
Cc1ccc(NC2=C([N+](=O)[O-])CS(=O)(=O)C2)cc1	-0.1	5	10	103	0	0.5	0	-7	3
O=C(Cn1cc(C(F)(F)F)ccc1=O)N/N=C/c1ccc(Cl)cc1Cl	1.2	18	0	107	6	0.6	-5	6	3
Cc1cc(CN2CCC(n3nccc3NC(=O)c3ccccc3Cl)CC2)cc(C)c1O	-0.5	15	-3	105	2	-1.0	-15	-9	5
CCOc1ccc(S(N)(=O)=O)cc1-c1nc2c(C(C)(C)C)nn(C)c2c(=O)[nH]1	-0.3	5	1	82	-20	-0.5	-1	7	-20
COc1cc(OC)cc(C(=O)N[C@H](C(=O)Nc2ccc(NC(C)=O)cc2)C(C)C)c1	0.4	11	8	90	3	0.9	0	-5	-4

Structures listed so far containing a Cl atom:
SMILES	V1aR counter	NALP1 inh	PfM18AAP inh	MEKK2wt PB1 HTS	GPR7 antagonist	OXTR ag	OXTR potentiator	GalR3 antag	MEKK2mut PB1 HTS
Cc1ccc(Cl)cc1N1CCN(C(=S)NCc2ccco2)CC1	0.1	20	-3	92	-7	-2.0	-24	-5	-4
O=C(Cn1cc(C(F)(F)F)ccc1=O)N/N=C/c1ccc(Cl)cc1Cl	1.2	18	0	107	6	0.6	-5	6	3
Cc1cc(CN2CCC(n3nccc3NC(=O)c3ccccc3Cl)CC2)cc(C)c1O	-0.5	15	-3	105	2	-1.0	-15	-9	5

More structures follow:
SMILES	V1aR counter	NALP1 inh	PfM18AAP inh	MEKK2wt PB1 HTS	GPR7 antagonist	OXTR ag	OXTR potentiator	GalR3 antag	MEKK2mut PB1 HTS
O=C(COc1cc2oc(=O)c3c(c2cc1Cl)CCC3)NCCN1CCOCC1	1.1	-24	-4	103	3	0.2	-5	4	-3
COc1cccc(/C=N/Nc2ccc(S(=O)(=O)O)cc2)c1O	0.2	13	-5	104	-5	1.4	0	-6	-2
COc1ccc(CNC(=O)COc2ccc(S(=O)(=O)N3CCOCC3)cc2C)cc1	13	-3	-4	99	7	4.6	-7	-4	0
Cc1sc2ncn(CC(=O)NCCCOC(C)C)c(=O)c2c1S(=O)(=O)N1CCN(c2ncccn2)CC1	0.5	8	-1	.	1	0.1	-5	-3	.
Cc1ccc(NC(=S)NC(C)CCc2ccccc2)cc1C (stereo unspecified)	1.9	24	-6	88	-5	-2.2	-6	-5	-4
COc1cc(C(=O)/C=C/c2cccnc2)ccc1O	-0.4	19	18	97	12	0.1	-2	-10	-4
O=C(CC1C(=O)NCCN1Cc1ccoc1)NCc1cccc(OC(F)(F)F)c1 (stereo unspecified)	-0.5	.	5	100	-8	-0.7	2	-8	-1
Cc1ccc(NC(=O)CN2C(=O)CC(C)S(=O)(=O)c3ccccc32)cc1 (stereo unspecified)	1.5	6	-11	99	-12	0.9	-9	2	0
O=C(CSc1nc(=O)n2ccccc2n1)Nc1cccc2ccccc12	1.3	.	.	.	.	1.0	-3	-3	.
COc1cc2c(C(=O)N3CCN(C)CC3)c(CSc3ccccc3)n(C)c2cc1Br	0.9	19	-3	105	11	0.4	-7	.	-4
CCc1nccn1CCC(=O)NC1CC(C)(C)Cc2c1cnn2-c1cccc(F)c1 (stereo unspecified)	0.4	15	-1	106	-9	-0.7	1	4	12
NS(=O)(=O)c1ccc(CCNC(=O)C2CCC(Cn3c(=S)[nH]c4ccccc4c3=O)CC2)cc1 (stereo unspecified)	-0.8	-2	-4	100	-6	0.9	-1	8	-1
CC1C(=O)N2CCCc3cc(NC(=O)COc4ccc(Cl)cc4)cc1c32 (stereo unspecified)	0.5	.	.	.	.	0.4	-7	-2	.
COC(=O)CCC(C)N1CCC(Oc2ccc(C(=O)N3CCCC3)cc2)CC1 (stereo unspecified)	0.5	11	-14	104	-9	0.9	3	-2	2
Cn1c(SCC(=O)Nc2ccc3c(c2)OCCO3)nnc1C(F)(F)F	0.5	.	.	.	.	-0.1	2	-5	.
COc1ccc(C2(C)NC(=O)N(CC(=O)c3cc(C)n(C4CC4)c3C)C2=O)cc1 (stereo unspecified)	45*	.	.	.	.	49*	-16	2	.
O=C(NCC(=O)N1CCN(c2ccc(C(F)(F)F)cn2)CC1)c1ccc(Br)o1	5.5	.	.	.	.	7.2	-8	-5	.
COc1ccc(NC(=O)CCNC(=O)Cn2ccc3ccccc3c2=O)cc1OC	-0.2	25	0	99	-2	0.5	-2	.	0
O=C(CSc1ncccc1-c1nc2ccccc2[nH]1)N1CCCCC1	-0.6	-4	4	101	-2	-0.3	-2	.	4
C=CCNC(=O)C1CC(=O)N(c2ccc(OCc3ccccc3Cl)cc2)C1 (stereo unspecified)	7.0	-12	-15	104	-10	4.6	3	-11	13
CC12CCC(=O)C=C1CCC1C2C(=O)CC2(C)C1CC[C@]2(O)C(=O)CO (stereo partly specified)	0.1	17	-1	102	-9	-0.5	1	-9	1
COc1ccc(CNC(=O)c2nnn(Cc3ccc(OC)cc3)c2N)cc1	5.6	11	-2	95	-8	6.2	-9	-2	-1
Cc1ccc[n+](CC(=O)Nc2ccc(C)c(C)c2)c1	5.0	4	6	104	-14	0.7	2	-10	2
CCOc1ccccc1/C=C/C(=O)c1ccc(Cl)cc1	-1.3	15	-5	98	-1	-1.7	-3	3	1
O=C(Nc1ccccc1C(=O)NCC1CCCO1)c1ccc(Cl)cc1 (stereo unspecified)	0.3	1	3	106	-16	0.1	-8	-1	7
Following part.
SMILES	V1aR counter	NALP1 inh	PfM18AAP inh	MEKK2wt PB1 HTS	GPR7 antagonist	OXTR ag	OXTR potentiator	GalR3 antag	MEKK2mut PB1 HTS
C=CCn1c(SCC(C)=O)nc2scc(-c3ccc(C)o3)c2c1=O	-0.1	-16	-44	100	-22	-2.4	-10	-9	3
Cc1ccc(C)n1-c1ccc(NC(=O)c2ccccc2)cc1	0.7	39	-5	95	6	1.2	-2	6	-2
O=C(CN1C(=O)C(=O)c2ccccc21)NC1CCCCC1	0.1	8	6	98	-10	0.3	-1	-6	0
CCN1CCN(c2cc3c(cc2F)c(=O)c(C(=O)O)cn3C2CC2)CC1	0.7	133	-1	100	-10	-1.0	-6	.	3
Cc1ccc(OC(=O)c2cccc(S(=O)(=O)N3CCN(C)CC3)c2)c(Br)c1	3.5	21	-4	114	11	3.2	-10	-3	5
Cc1cc(NS(=O)(=O)c2ccc(NC(=O)c3cccnc3)cc2)nc(C)n1	-0.7	-28	5	98	-7	-0.3	3	-6	-2
CC1(C)C(c2ccc(Cl)cc2)=[N+]([O-])C2(CCCC/C2=N\O)N1O (stereo unspecified)	-0.3	-5	0	94	-2	-0.8	-4	-2	-4
O=C(Nc1cccc(Cl)c1)/C(=C\c1cccnc1)NC(=O)c1ccco1	0.5	4	7	95	10	0.7	4	-6	-5
COc1ccccc1C(=O)C1CCCN(C(=O)CCn2cnnn2)C1 (stereo unspecified)	1.4	.	-4	98	-12	0.2	-3	7	-1
Cn1c(SCC(=O)OC2CCCCC2)nnc1-c1ccco1	1.1	32	2	97	2	-0.4	-7	-1	5
C[C@H](CO)N1C[C@H](C)[C@@H](CN(C)S(=O)(=O)c2ccc(F)cc2)Oc2ccc(NS(=O)(=O)c3ccccc3)cc2C1=O	0.0	.	.	.	.	-0.7	1	-3	.
O=C(Nc1ccc2c(c1)nc1n2CCOC1)c1ccco1	-0.6	6	2	109	-8	-0.5	-15	-5	3
CCCCN(C(=O)C1CCCO1)c1c(N)n(CCC)c(=O)[nH]c1=O (stereo unspecified)	0.3	.	.	.	.	0.5	5	-5	.
COC(=O)CSc1nc(C)cc(C)c1C#N	0.5	13	-9	85	3	0.1	-4	-3	-8
N/C(=N\OC(=O)COc1ccc(Cl)cc1Br)c1ccncc1	.	20	0	96	-2	.	.	-6	-3
CCc1ccc(NC(=O)CSCc2ccc(C(=O)O)cc2)cc1	-0.5	11	-7	91	-1	-0.4	-9	-8	-11
O=C(OCc1ccccc1)Oc1cncc(C(=O)O)c1	-0.4	19	3	104	-11	0.2	-9	-7	8
Nc1cccc(-c2csc(-n3ncc(C(=O)O)c3C(F)(F)F)n2)c1	1.7	13	-9	99	4	-0.5	-5	-9	0
O=C1C2C3C=CC(CNS(=O)(=O)c4ccccc4[N+](=O)[O-])(O3)C2C(=O)N1c1ccccc1 (stereo unspecified)	1.6	6	-11	103	-8	0.3	-12	2	1
Cc1cc(C)c2c(n1)nn1c(N3CCN(c4ccccc4)CC3)cc(C)nc21	-1.1	16	7	93	-12	-2.2	-1	-4	-4
COc1cc(S(=O)(=O)NC2CC(C)(C)NC(C)(C)C2)c(OC)cc1Cl	0.5	9	-1	103	-14	0.1	-2	-10	1

Source: PubChem BioAssay
